MRP reversal: MRP-mediated drug resistance reversal. H69AR cells + 2 uM doxorubicin, CellTiter-Glo, 72 h. differential viability (reversal), % at 10 µM. actives 0.04% (n = 85,000). AID 602;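 active = viability drop by adding the cancer drug above about 55%, with treated viability meeting a 40% cutoff, limit read from the data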;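 note: viability without doxorubicin minus viability with 2 µM doxorubicin for each compound; larger differential means the compound sensitizes cells more to doxorubicin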
PLAP inhibitors HTS: PLAP enzyme inhibitors, biochemical, luminescence, HTS (AID 690); purified PLAP, luminescent substrate; higher % means a stronger effect; inhibition, % at 20 µM, or IC50 in µM where a hit was titrated; actives 0.08% (n = 96,000); in the data active = a potency from the dose series; inactive = the rest, 99 in 100 with inhibition below about 30%; note: strong numbers were not always called active
IL1B NFkB pot: enhances IL-1B driven NFkB nuclear translocation. HUVEC IL-1B NFkB p65 nuclear translocation imaging. activation, % at 2 µM. actives 0.3% (n = 94,000);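 active = activation above 40%, about the mean plus 3 SD, also judged a hit on visual image review; inconclusive = activation above 40% but not a hit on visual review; inactive = activation not above 40% and no visual hit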;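 note: percent activation is computed from the nuclear over cytoplasmic p65 intensity ratio; values of inactives mirror those of a sister screen read the other way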
NFkB transloc inh: blocks IL-1B driven NFkB nuclear translocation in HUVEC cells; HUVEC IL-1B NFkB p65 nuclear translocation imaging; inhibition, % at 2 µM; actives 0.43% (n = 94,000);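 active = inhibition above about 30% together with a positive call from visual inspection of the well image, limit read from the data; inconclusive = inhibition above a set limit but visual check negative; inactive = inhibition not above a set limit, visual check negative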;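 note: nuclear over cytoplasmic p65 intensity ratio measured by imaging; 0% = IL-1B stimulated DMSO wells and 100% = unstimulated DMSO wells; values of inactives mirror those of a sister screen read the other way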
Bcl-B displacement: displacers of TR3 peptide from Bcl-B, primary screen, selectivity assay for Bfl-1 inhibitor project, biochemical, fluorescence polarization. FP displacement of FITC-TR3 peptide from Bcl-B; higher % means a stronger effect. displacement, % at 20 µM, or IC50 in µM where a hit was titrated. actives 0.11% (n = 96,000). AID 748;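 active = displacement above 50% at 20 µM plus a fluorescence interference ratio under 1.5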;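 note: plate controls were wells without compound for no effect and wells lacking Bcl-B protein for full effect; a part of the inactive calls stands beside numbers as strong as those of hits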
MRP reversal cytotoxicity: also measured in MRP reversal; calls as there; viability, %; H69AR cells, CellTiter-Glo, 72 h; measured here: cytotoxicity without doxorubicin
MRP reversal with doxorubicin: further read-out of MRP reversal, marked with its call; viability, %; measured here: viability with 2 uM doxorubicin; active compounds read low
NFkB transloc inh cell count 2 µM: further read-out of NFkB transloc inh, marked with its call; cell count; measured here: cells passing quality filter;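 raw number of nuclei counted in each imaged well without normalization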
IL1B NFkB pot cell count 2 µM: second read-out of IL1B NFkB pot, no call of its own (marks repeat the call); cell count; measured here: cells passing quality filter
Starred values were filed as active, the others as inactive; ? = inconclusive; / = no result given.

SMILES	MRP reversal	MRP reversal cytotoxicity	MRP reversal with doxorubicin	PLAP inhibitors HTS	IL1B NFkB pot	IL1B NFkB pot cell count 2 µM	NFkB transloc inh	NFkB transloc inh cell count 2 µM	Bcl-B displacement
Cc1cc(C)n2cc(CSc3nnc(-c4ccccc4)o3)nc2n1	1	83	83	-50%	19	192	-19	192	13%
O=C(NCc1ccccc1)c1cccc(S(=O)(=O)N2CCOCC2)c1	/	/	/	-1%	-8	99	8	99	-3%
CN(C)c1oc(-c2ccccc2)nc1C#N	/	/	/	-8%	8	162	-8	162	-2%
O=S(=O)(c1ccccc1)N1C2CCC1CC(O)(c1cccnc1)C2 (configuration not stated)	4	96	92	7%	-15	110	15	110	-13%
O=C(NCCN1CCCC1)c1ccc(CS(=O)(=O)c2c(Cl)cccc2Cl)o1	5	91	86	2%	5	48	-5	48	-4%
CCOc1cc(-c2nc(-c3ccccc3)c(-c3cc([N+](=O)[O-])ccc3C)[nH]2)ccc1O	-15	61	76	33%	5	157	-5	157	-1%
CCCn1c(=O)c(C(=O)Nc2cnccn2)c(O)c2ccccc21	-1	97	98	12%	/	/	/	/	-13%
Cc1cc(OCC(=O)Nc2ccc3c(c2)OCCO3)cc(C)c1Cl	11	102	91	27%	23	147	-23	147	0%
C/C=C/COC(=O)c1[nH]c2c(c1C)C(=O)CC(c1ccc(N(C)C)cc1)C2 (configuration not stated)	-36	29	65	-20%	/	/	/	/	-3%
O=C(Nc1ccc(C(F)(F)F)cc1)C1CC(=O)N(c2ccc3c(c2)OCCO3)C1 (configuration not stated)	1	83	82	15%	4	170	-4	170	-6%
O=C(c1cnc(-c2ccccc2)s1)c1ccc(Cl)cc1Cl	/	/	/	44%	3	180	-3	180	-2%
C=CCNS(=O)(=O)c1sccc1/C=N/O	13	95	82	-3%	30	111	-30	111	1%
CN(CC(=O)NC1CCCCC1)S(=O)(=O)c1cccc2nsnc12	3	87	84	15%	32	79	-30	79	-6%
COc1ccc(N2CCN(C(=O)Cn3nnc(-c4ccc(OC)c(OC)c4)n3)CC2)cc1	5	15	10	-23%	14	173	-14	173	5%
O=c1[nH]c2cc3c(cc2cc1CN(Cc1cccnc1)Cc1nnnn1Cc1ccco1)OCCO3	/	/	/	-39%	2	158	-2	158	1%
CN1C(=O)c2ccc(NC(=O)C3CCCCC3)cc2C1=O	15	94	79	15%	34	135	-34	135	1%
CCC1(CC)NC(=O)N(CC(=O)OCC(=O)Nc2ccc(C(F)(F)F)cc2)C1=O	/	/	/	7%	-31	115	?	/	-6%
Cc1c(Cl)c([N+](=O)[O-])nn1CC(=O)NC(C)C1CC2CCC1C2 (configuration not stated)	/	/	/	12%	39	159	-39	159	-1%
Nc1nonc1C(=O)NCCNCc1cc(Br)ccc1OCc1ccccc1F	-10	46	56	-42%	-2	103	2	103	-14%
O=C(NC1CC2CCCC(C1)N2C(=O)Nc1ccc(Cl)c(C(F)(F)F)c1)C1CC1 (configuration not stated)	-23	63	86	-1%	22	155	-22	155	-6%
COc1ccc(CCNC(=O)C2CC(c3cccc([N+](=O)[O-])c3)=NO2)cc1 (configuration not stated)	/	/	/	8%	-5	182	5	182	0%
COc1ccc(-c2nnc(NC(=O)c3ccc(S(=O)(=O)N4CCc5ccccc5C4)cc3)o2)cc1	-16	18	34	11%	12	157	-12	157	-5%
CCOc1cc(CNc2ccc(O)cc2)ccc1OCc1ccc(Cl)cc1Cl	/	/	/	-18%	-1	125	1	125	2%
CCCCCCNCc1cccc(Br)c1	/	/	/	-9%	/	/	/	/	2%
CN1CCN(c2ccc([N+](=O)[O-])cc2C(=O)c2ccc(Br)cc2)CC1	/	/	/	-26%	5	148	-5	148	1%

Part of the list above, bar-delimited:
Compound | MRP reversal | MRP reversal cytotoxicity | MRP reversal with doxorubicin | PLAP inhibitors HTS | IL1B NFkB pot | IL1B NFkB pot cell count 2 µM | NFkB transloc inh | NFkB transloc inh cell count 2 µM | Bcl-B displacement
C=CCNS(=O)(=O)c1sccc1/C=N/O | 13 | 95 | 82 | -3% | 30 | 111 | -30 | 111 | 1%
CN(CC(=O)NC1CCCCC1)S(=O)(=O)c1cccc2nsnc12 | 3 | 87 | 84 | 15% | 32 | 79 | -30 | 79 | -6%
COc1ccc(N2CCN(C(=O)Cn3nnc(-c4ccc(OC)c(OC)c4)n3)CC2)cc1 | 5 | 15 | 10 | -23% | 14 | 173 | -14 | 173 | 5%

The list goes on:
SMILES	MRP reversal	MRP reversal cytotoxicity	MRP reversal with doxorubicin	PLAP inhibitors HTS	IL1B NFkB pot	IL1B NFkB pot cell count 2 µM	NFkB transloc inh	NFkB transloc inh cell count 2 µM	Bcl-B displacement
Nc1c(Sc2ccccc2)c(=O)[nH]c(=O)n1Cc1ccccc1	12	94	82	/	7	141	-7	141	/
O=C(c1csc(Nc2ccccc2Cl)n1)N1CCCC1	-13	67	80	-30%	-6	135	6	135	0%
Cc1sc(NC(=S)NC(=O)C(C)(C)C)c(C(N)=O)c1C	/	/	/	-5%	-4	107	4	107	14%
Cc1cccc(NC(=O)C2CCCN2C(=O)Oc2ccccc2)c1C (configuration not stated)	15	100	85	/	-2	90	2	90	/
COc1ccc(NC(C)=O)cc1NC(C)C(=O)Nc1ccc(F)cc1 (configuration not stated)	/	/	/	-14%	7	176	-6	176	-11%
O=C(Nc1c(-c2ccccc2)nc2sccn12)c1ccccc1	11	93	82	-5%	/	/	/	/	-8%
CCOc1ccc(NC(=O)CCS(=O)(=O)c2ccc3c(c2)CCCN3C(=O)CC)cc1	-4	87	91	-4%	21	83	-7	179	1%
Cc1ccc(S(=O)(=O)NCCN=C(CN2CCOCC2)NS(=O)(=O)c2ccc(C)cc2)cc1	9	87	78	-28%	-6	108	6	108	-3%
CC1C2CC(C(S(=O)(=O)N3CCOCC3)C2=O)C1(C)C (configuration not stated)	20	110	90	1%	-8	89	8	89	21%
O=c1oc2ccccc2c(O)c1/C=C1\C=Nc2ccccc21	/	/	/	5%	2	146	-2	146	-3%
COc1cc(OC)c(C#N)c(S(=O)(=O)Cc2ccccc2)c1	-7	77	84	-1%	12	75	-12	75	-22%
O=C(CSc1nnnn1C1CCCC1)Nc1ccc(F)cc1	6	101	94	20%	10	150	-10	150	6%
Cc1[nH]n2c(=O)c3c(nc2c1-c1ccccc1)CCC3	-35	25	60	-36%	3	149	-3	149	-1%
[O-]C1=N/[N+](=C/c2ccc(Cl)cc2)CC1	11	99	88	-50%	-2	71	2	71	6%
CCC(NS(=O)(=O)c1ccc(OC)cc1)C(=O)NCCC1=CCCCC1 (configuration not stated)	12	105	94	21%	28	190	-28	190	6%
CCc1cccc(C)c1NC(=O)CCCC(=O)O	-5	90	96	14%	2	117	-2	117	3%
COc1ccc(N(Cc2ccco2)C(=O)c2ccccc2F)cc1OC	-4	97	101	16%	18	127	-18	127	-2%
Cc1cccc(OCC(=O)O/N=C(\N)c2ccccn2)c1	3	99	97	-6%	12	146	-12	146	-3%
COc1ccc(CSC(=N)N)cc1[N+](=O)[O-]	-1	81	82	-171%	/	/	/	/	-8%
CCOc1ccc(NC(N)=O)cc1	14	112	98	5%	9	170	-9	170	1%
Cc1cccnc1Nc1nc(-c2ccc(O)cc2)cs1	-25	58	83	-25%	2	160	-2	160	-12%
COc1ccc(S(=O)(=O)N2CCN(Cc3ccccc3)CC2)cc1	7	97	89	-4%	4	66	-4	66	-9%
O=C(NCc1ccccn1)c1ccc(NC(=O)c2ccco2)cc1	-2	104	105	-6%	-12	112	12	112	-6%
CC(=O)c1c(C(C)=O)c(C)n(Cc2ccc(Cl)cc2)c1C	-3	87	90	4%	-4	74	4	74	-13%
O=C(CCc1ccccc1)Nc1ncn[nH]1	0	92	92	-162%	6	54	-4	54	-2%

Next part
SMILES	MRP reversal	MRP reversal cytotoxicity	MRP reversal with doxorubicin	PLAP inhibitors HTS	IL1B NFkB pot	IL1B NFkB pot cell count 2 µM	NFkB transloc inh	NFkB transloc inh cell count 2 µM	Bcl-B displacement
CC1(C)Cc2nc3sc4c(OCc5ccccc5)ncnc4c3cc2CO1	/	/	/	1%	0	165	0	165	-8%
Cc1ccc(NCc2nnc(SCC#N)o2)c(C)c1	6	96	90	/	5	155	-6	155	/
CCc1cc2cc(C(=O)N3CCN(Cc4ccccc4)CC3)sc2s1	6	99	93	-46%	-4	96	4	96	-4%
CC(OC(=O)CCc1nc2ccccc2c(=O)[nH]1)C(=O)NCc1ccc2c(c1)OCO2 (configuration not stated)	13	108	95	/	13	96	-12	96	1%
Cc1oncc1C(=O)NC(C)C	7	109	103	16%	-14	40	-2	150	9%
Cn1c(=O)oc2cc(S(=O)(=O)Nc3cccc4c3CCCC4)ccc21	18	100	83	-10%	/	/	/	/	-47%
O=C(O)c1ccc(N2CCCC2=O)cc1	12	110	98	2%	10	173	-10	173	-7%
Cc1cccc(S(=O)(=O)Nc2nc3ccccc3nc2NCc2ccco2)c1	11	90	79	-15%	16	111	-16	111	-7%
CCOC(=O)CON1C(=O)c2ccccc2C1=O	4	99	95	-34%	-3	110	3	110	18%
CCC(NC(=O)c1ccccc1NC(=O)c1ccco1)C(=O)O (configuration not stated)	25	115	90	-19%	32	176	-32	176	2%
COC(=O)c1c(NC(=O)c2ccnn2C)sc(C)c1C	16	87	70	/	-7	133	7	133	/
COC(=O)C1=CN(C2CC2)C=C(C(=O)OC)C1c1ccccc1OC	40	72	32	-92%	/	/	/	/	-13%
FC(F)(F)c1cc(-c2cccs2)n[nH]1	10	102	91	17%	10	158	-10	158	1%
Cn1c(=O)c2c(nc(-n3ccnc3)n2Cc2ccccc2)n(C)c1=O	8	102	94	-18%	-3	133	3	133	-5%
O=C(CSc1nnnn1-c1ccccc1)CC(=O)Nc1ccc(Cl)cc1	-46	17	63	-28%	3	175	-3	175	-2%
CC1CCc2nn(CC(=O)N3CCN(C(=O)c4ccco4)CC3)cc2C1 (configuration not stated)	7	108	101	/	26	58	-26	58	/
O=C(c1c(O)c2ccccc2oc1=O)C1CCC1	7	85	78	8%	-6	117	6	117	-1%
C=CCSc1nc(-c2ccc3c(c2)OCO3)cc(C(F)(F)F)c1C#N	/	/	/	6%	3	145	-11	165	-4%
CCOc1cc(/C=N\NC(=O)c2ccc(C)nc2)cc([N+](=O)[O-])c1O	/	/	/	20%	2	138	-2	138	2%
Cc1cccc2sc(NC(=O)CCNS(=O)(=O)c3cccs3)nc12	/	/	/	-17%	-10	115	10	115	-4%
CN(C)S(=O)(=O)Nc1ccc2c(c1)OCO2	5	107	102	-5%	/	/	/	/	2%
Cc1cc(=O)cc(C)n1-c1ccc2c(c1)nc(C)n2-c1ccccc1	-4	81	85	-16%	/	/	/	/	0%
COc1ccc(Cn2ccnc2)cc1Br	13	94	81	-19%	18	63	-18	63	-6%
Cn1c(COc2ccc(Cl)cc2)nnc1SCc1ncc(-c2ccccc2)o1	37	78	40	-62%	-15	110	15	110	0%
CCn1c(SCC(=O)Nc2ccc(OC)cc2)nnc1-c1ccco1	1	91	89	/	5	109	-5	109	/

Other records follow.
SMILES	MRP reversal	MRP reversal cytotoxicity	MRP reversal with doxorubicin	PLAP inhibitors HTS	IL1B NFkB pot	IL1B NFkB pot cell count 2 µM	NFkB transloc inh	NFkB transloc inh cell count 2 µM	Bcl-B displacement
CCCCCCNS(=O)(=O)c1nc2nc(C)cc(C)n2n1	-1	90	90	-9%	/	/	/	/	-11%
CCOc1ccccc1NC(=O)CSc1nnnn1-c1ccc(C(=O)OC)cc1	-8	63	71	24%	1	190	-1	190	4%
O=C1CCCCCN1Cc1ccccc1	-2	90	92	-1%	8	149	-8	149	-1%
Cc1oc(C(C)(C)C)c(CN2CCCC2)c1C(=O)O	-2	97	99	-14%	-6	107	6	107	2%
Cc1nn(-c2ccccc2)c(C)c1C(=O)OCC(=O)NC12CC3CC(CC(C3)C1)C2	-16	29	45	-40%	-2	115	2	115	-1%
CC(C)CCNC(=O)C(C)N(C(=O)Cn1nnc(-c2ccc(F)cc2)n1)C1CCCC1 (configuration not stated)	3	82	80	-69%	35	131	-35	131	-9%
C=CCOC(=O)C(C#N)c1nc2ccccc2nc1N1CCN(c2ccccc2OC)CC1 (configuration not stated)	18	88	70	-8%	/	/	/	/	-1%

Only part of the results is shown, so the mix of outcomes need not match the whole.
